Screening data: PubChem BioAssay, National Center for Advancing Translational Sciences (NCATS)
RGS4 inhibitor – Inhibitors of Regulator of G Protein Signaling (RGS) 4: qHTS. 0.039% of 390,000 active. AID 504845, 2011. Regulator of G-protein signaling 4 (Homo sapiens), P49798. Potency, µM (doses to about 114 µM), for inactives: at the highest dose activity change, negative = inhibition, actives largely listed as inhibitors. Transcreener GDP fluorescence polarization, RGS4-accelerated GTP hydrolysis; also: % is scaled to controls: 0 for no effect and ±100 for the full control effect; nearly all actives have a fitted effect of over 75% in size; some results filed as inactive show a strong effect at the top dose
Target sequence (P49798 whole entry, looked up): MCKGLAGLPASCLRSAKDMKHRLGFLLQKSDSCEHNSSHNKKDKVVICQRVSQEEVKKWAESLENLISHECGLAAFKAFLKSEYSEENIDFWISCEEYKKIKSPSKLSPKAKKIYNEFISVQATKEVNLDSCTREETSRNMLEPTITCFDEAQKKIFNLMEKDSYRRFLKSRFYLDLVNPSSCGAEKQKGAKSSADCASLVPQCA
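MLSMR compounds (23 nl, pin-transferred) preincubated 10 min at room temperature with a 500nM (2x) first reagent, then RGS4 at 900nM (2x) plus Transcreener GDP mix added; fluorescence polarization (620/688 nm) read before and after 90 min at 30 °C.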
RXFP1 ag – qHTS Assay for Agonists of the Relaxin Receptor RXFP1; Relaxin receptor 1 (Homo sapiens), Q9HBX9; HEK293T-RXFP1 cAMP TR-FRET, 30 min; response scale: percent of porcine relaxin response, buffer zero; Potency, µM (doses to about 57.5 µM), for the others: at the highest dose activation, most hits filed as activators; 0.3% of 370,000 active; also: % is scaled to controls: 0 for no effect and ±100 for the full control effect; nearly all actives have a fitted effect of over 60% in size; many of its hits are not listed in these tables
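Agonist response is measured as cAMP accumulation in an RXFP1-transfected HEK293T line under PDE4 inhibition. Values are scaled between buffer-only and 29 nM porcine relaxin, and EC50s come from standard Hill equation fits.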
Vif-A3G inh – qHTS for Inhibitors of Vif-A3G Interactions: qHTS; DNA dC->dU-editing enzyme APOBEC-3G (Homo sapiens), Q9HC16; HeLa A3G-eYFP + Vif (tagged APOBEC3G with the HIV-1 protein that degrades it), YFP fluorescence, overnight; Potency, µM (doses to about 46.1 µM), for inactives: at the highest dose activity, negative = active, most hits filed as inhibitors; 0.076% of 410,000 active; AID 602310, 2012;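 also: % is scaled to controls: 0 for no effect and ±100 for the full control effect; nearly all actives have a fitted effect of over 60% in size; hits raise eYFP signal because A3G escapes Vif-driven loss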
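HeLa cells stably expressing Vif and C-terminally eYFP-tagged A3G, seeded overnight at 37 deg C, then exposed to compound by pintool overnight at 37 deg C. Rise in yellow fluorescence (Ex 488/Em 500-530, Acumen) marks blocked Vif-driven A3G degradation.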
Vif-A3F inh – qHTS for Inhibitors of Vif-A3F Interactions: qHTS | HeLa A3F-eYFP + Vif (tagged APOBEC3F with the HIV-1 protein that degrades it), YFP fluorescence increase | Potency, µM (highest dose often 46.1 µM), for the others: at the highest dose activity, negative = active | 0.2% of 390,000 active | AID 602313, 2012; also: % of control where 0% means no effect; nearly all actives have a fitted effect of over 65% in size
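HeLa cells stably expressing A3F-eYFP plus Vif, plated and incubated overnight at 37 deg C, then exposed to compounds overnight at 37 deg C. Blocked degradation read as raised yellow fluorescence (Ex 488/Em 500-530).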
TrxR1 inh – qHTS Assay for Inhibitors of Mammalian Selenoprotein Thioredoxin Reductase 1 (TrxR1): qHTS; Potency, µM (top dose mostly 114 µM), for inactives: at the highest dose activity change, negative = inhibition, hits mostly inhibitors; recombinant rTrxR1, NADPH fluorescence consumption, selenite substrate; 1% of 390,000 active; AID 588453, 2011; Thioredoxin reductase 1, cytoplasmic (Rattus norvegicus), O89049; also: % is scaled to controls: 0 for no effect and ±100 for the full control effect; nearly all actives have a fitted effect of over 65% in size
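Rat TrxR1 (90 nM in the dispensed reagent) was pre-reduced with 400 uM NADPH for 5 min at room temperature, then incubated with compound for 15 min. After 400 uM selenite was added, NADPH fluorescence (Ex 340/Em 450 nm) was followed for 8 min.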
mIDH1 inhibitor – qHTS for Inhibitors of mutant isocitrate dehydrogenase 1 (IDH1): qHTS; 0.093% of 390,000 active; Potency, µM (series often up to 76.6 µM), inactives show top-dose activity change, negative = inhibition, usual class: inhibitors; IDH1-R132H enzyme, NADPH consumption, diaphorase/resazurin fluorescence; also: % is scaled to controls: 0 for no effect and ±100 for the full control effect; nearly all actives have a fitted effect of over 65% in size
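IDH1-R132H (0.5 ug/mL dispensed) in pH 7.5 Tris buffer was preincubated 30 min with compound, then given a substrate mix of 0.016 mM NADPH and 2 mM alpha-KG for 80 min at room temperature; remaining NADPH was read by diaphorase/resazurin fluorescence.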
TrxR1 substrate – qHTS Assay for Substrates of Mammalian Selenoprotein Thioredoxin Reductase 1 (TrxR1): qHTS. purified TrxR1 substrate turnover, NADPH consumption readout. Potency, µM (top dose mostly 114 µM), inactives show at the top dose activity change, negative = substrate turnover. 0.01% of 390,000 active. AID 588456, 2011; also: % is scaled to controls: 0 for no effect and ±100 for the full control effect; nearly all actives have a fitted effect of over 50% in size
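Rat TrxR1, dispensed at 90 nM, was prereduced with 400 uM NADPH (final) for 5 min at ~22 deg C, then incubated with compound 15 min before 400 uM selenite. A first-read NADPH fluorescence drop versus no-compound background flagged substrates.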
USP1-UAF1 inh – Inhibitors of USP1/UAF1: Primary Screen | Potency, µM (series often up to 57.1 µM), for inactives: at the highest dose activity change, negative = inhibition, hits mostly inhibitors | AID 743255, 2014 | 0.23% of 390,000 active | recombinant USP1/UAF1, Ub-Rhodamine cleavage fluorescence | Ubiquitin carboxyl-terminal hydrolase 1 (Homo sapiens), O94782; also: % is scaled to controls: 0 for no effect and ±100 for the full control effect; nearly all actives have a fitted effect of over 60% in size; inactives centre near -12
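1 nM enzyme complex + cpd, 15 min RT; start with Ub-Rho 150nM final; kinetic fluorescence ex 480/em 540, 6 reads q60 s. Buffer 50mM HEPES pH 7.8, 0.5mM EDTA, 0.1 mg/ml BSA, 1mM TCEP, 0.01% Tween-20.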
ALOX12 inh – Primary qHTS assay for inhibitors of human arachidonate 12S-lipoxygenase (ALOX12): Round 2. Polyunsaturated fatty acid lipoxygenase ALOX12 (Homo sapiens), P18054. purified 12hLO, xylenol orange hydroperoxide absorbance. Potency, µM (titrated, usually from 108 µM), without a hit: at the top dose activity change, negative = inhibition, actives largely listed as inhibitors. 1.1% of 580,000 active; also: % is scaled to controls: 0 for no effect and ±100 for the full control effect
Target sequence (P18054 whole entry, looked up): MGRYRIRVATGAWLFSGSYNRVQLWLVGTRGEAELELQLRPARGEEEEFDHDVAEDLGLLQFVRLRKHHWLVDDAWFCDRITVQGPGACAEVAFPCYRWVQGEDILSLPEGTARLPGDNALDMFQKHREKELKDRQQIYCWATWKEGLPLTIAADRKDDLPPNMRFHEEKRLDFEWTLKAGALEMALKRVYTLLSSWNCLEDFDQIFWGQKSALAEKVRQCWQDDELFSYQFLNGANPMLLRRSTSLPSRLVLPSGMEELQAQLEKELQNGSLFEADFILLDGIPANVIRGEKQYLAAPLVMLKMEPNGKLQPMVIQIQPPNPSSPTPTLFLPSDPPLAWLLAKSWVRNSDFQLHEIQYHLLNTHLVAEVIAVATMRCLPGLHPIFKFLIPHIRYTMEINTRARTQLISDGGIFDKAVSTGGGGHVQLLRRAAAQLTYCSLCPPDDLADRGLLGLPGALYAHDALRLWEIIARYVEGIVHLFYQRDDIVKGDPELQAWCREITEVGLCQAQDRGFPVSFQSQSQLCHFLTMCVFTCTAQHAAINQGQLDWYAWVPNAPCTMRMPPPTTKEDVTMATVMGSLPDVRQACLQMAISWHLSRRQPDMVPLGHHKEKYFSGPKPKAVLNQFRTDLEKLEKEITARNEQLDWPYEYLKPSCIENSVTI
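Hydroperoxide product was detected by ferrous iron/xylenol orange as the 573 to 405 nm absorbance ratio. Arachidonic acid at 40 uM (final) was turned over for 30 min at room temperature by 150 nM human 12hLO, pH 7.0 Hepes buffer, after 15 min compound preincubation.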
Active calls of the source: *; ? = inconclusive; · = not tested or not shown; & = joins results of further samples; [ ] = remark or other dose. Calls follow the shape of the dose curve; as a rule, active = well fitted curve in the direction sought with a large enough effect; inconclusive = small, poorly fitted or top-dose-only effect, or another doubt; inactive = no such curve, though single readings can be large; an effect the other way counts as inactive or inconclusive. Potency is read from the fitted curve at half-maximal effect. The list is partial; the hit share may differ from the screen's.

SMILES | RGS4 inhibitor | RXFP1 ag | Vif-A3G inh | Vif-A3F inh | TrxR1 inh | mIDH1 inhibitor | TrxR1 substrate | USP1-UAF1 inh | ALOX12 inh
COc1ccc(C2c3sc(=O)[nH]c3SCC2C(N)=O)cc1 (configuration not stated) | 12.4%[11.4 µM] | 4.2% | -0.3% | 2.6% | 27.8% | 15.5% | -1.1% | -6.3% | 0.2%
Cc1c(CC(=O)N[C@@H](C)C(=O)O)c(=O)oc2c(C)c3occ(-c4ccccc4)c3cc12 | 3.1%[56.9 µM] | 3.6% | -15.7% | 0.9% | -8.8% | 0.0% | -0.5% | -17.7% | -8.4%
O=C(OCCN(C1=NS(=O)(=O)c2ccccc21)c1ccccc1Cl)c1ccc(Cl)cc1 | -15.8% | -0.3% | 1.3% | 1.2% | 37.3%[activator][57.1 µM] | 2.1% | 11.3%[57.1 µM] | -19.2% | -9.4%
Cc1ccc(C)c(CN2CCCN(CC(=O)Nc3ccc(C)c(C)c3)S2(=O)=O)c1 | -8.1% | 1.8% | 3.5% | -0.3% | 18.6% | -1.1% | -0.7% | 0.9% | -28.7%
CCCNC(=O)C1CCN(S(=O)(=O)c2cccc3nonc23)CC1 | -8.2% | 4.7% | 0.3% | 8.5% | 7.9% | 0.5% | -0.8% | -10.3% | 8.1%
O=C(COC(=O)c1cc([N+](=O)[O-])ccc1Cl)NCCc1ccccc1 | 18.5% | 0.3% | 1.0% | -10.7% | -7.6% | 2.0% | 14.8% | -9.8% | 13.7%
CCOC(=O)c1c(C)[nH]c(C(=O)COC(=O)CCC2CCCC2)c1C | 12.1% | -2.5% | 0.2% | 1.3% | 18.6% | 3.9% | 2.4% | -7.4% | -19.3%
COc1cc([N+](=O)[O-])ccc1NC(=O)Cn1ccsc1=N | 14.0% | 2.0% | 1.9% | -9.2% | ? | 0.7% | -10.8% | -19.7% | 1.0%
CC(C)c1[nH]nc2c1C(c1cccs1)C(C#N)=C(N)O2 (configuration not stated) | 26.6% | 0.0% | ? | 0.5% | -8.5% | 8.9% | 3.2% | -8.0% | ?
CNC(=O)N1c2ccccc2NC(=O)CC1C (configuration not stated) | 3.5% | 0.0% | 6.0% | 1.7% | 23.7%[57.1 µM] | -0.4% | 15.7%[57.1 µM] | 2.9% | 3.0%
O=C(Cc1c(F)cccc1Cl)NNC(=O)c1cccs1 | 2.4% | · | 2.5% | -4.3% | 16.3% | 2.1% | 5.7% | -3.2% | -15.8%
Cc1ccc(NC(=O)C(c2ccc(Cl)cc2Cl)N2CCCC2)cc1 (configuration not stated) | 0.2% | 0.4% | -3.5% | -5.2% | 4.7% | 1.0% | 4.7%[57.1 µM] | -3.3% | -0.1%
C=CC[C@@H](CC(=O)N(CCO)Cc1ccccc1)C(=O)N[C@@H](COC(=O)[C@@H](CC=C)CC(=O)OC(C)(C)C)Cc1c[nH]c2ccccc12 | 15.2% | · | -13.5% | -2.6% | -21.1% | 8.7% | -24.1% | -18.3% | -27.5%
Cc1cc(C)n2nc(C(=O)Nc3ccc(N4CCOCC4)cc3)nc2n1 | -13.4% | -1.6% | -0.1% | 3.6% | 3.8% | 0.8% | 1.0% | -18.8% | -14.5%
Cc1ccccc1Nc1c(-c2ccc(N3CCOCC3)cc2)nc2ccc(Cl)cn12 | -19.3% | 6.8% | 1.5% | -7.9% | -2.5% | 8.0% | 29.6% | -12.5% | ?
COc1cc2cc(CN(Cc3ccc4c(c3)OCO4)C(=O)c3ccco3)c(=O)[nH]c2cc1OC | 3.9% | · | -7.8% | 6.2% | ? | 1.8% | 12.6% | -8.6% | -19.4%
c1ccc2c(-c3ccc(OCCN4CCCCC4)cc3)c(-c3ccsc3)sc2c1 | -2.2% | · | 0.8% | -3.0% | 12.4% | -10.0% | 1.3% | ? | -9.6%
COc1ccc(Cl)cc1C(=O)n1nc(C)cc1C | -14.7% | -0.6% | -2.3% | -1.5% | -7.7% | -0.6% | -5.8% | -15.4% | 35.2%
COc1cc(OC)c(C(=O)N(CCc2ccccc2)Cc2ccccc2)cc1OC | -9.3% | 1.5% | 0.7% | 2.7% | -0.5% | 6.5% | 1.5% | -22.1% | 1.0%
O=[N+]([O-])c1ccc(NCCNS(=O)(=O)c2ccccc2)cc1 | -5.3% | -0.2% | -0.5% | -2.1% | 1.9%[57.1 µM] | -3.6% | -0.3%[57.1 µM] | -23.8% | -13.1%
COc1ccc(C2CCCN2CC(O)COc2ccccc2C(C)C)cc1 (configuration not stated) | -9.7% | 0.8% | -0.9% | -14.3% | -9.3% | -3.5% | -6.2% | -30.6% | -12.2%
COc1ccc(C(c2c(C)n(C)n(-c3ccccc3)c2=O)c2c(C)n(C)n(-c3ccccc3)c2=O)cc1O | -6.9% | -1.5%&-1.2% | ? | -3.9% | 4.2% | 3.5% | 2.0% | -22.4% | -27.8%
O=c1c2ccccc2ncn1-c1ccc(Cl)cc1Cl | 4.7% | 0.6% | -2.3% | 0.9% | 22.6% | -0.4% | 6.2% | -18.1% | ?
Cn1ncc(Cl)c1C(=O)N1CCN(c2cccc(Cl)c2)CC1 | -10.7% | -0.6% | 1.7% | 1.3% | -12.3% | 3.1% | -8.9% | -10.2% | -0.1%
C=CCOc1ccc(C(=O)/C=C2/C(=O)Nc3ccccc32)cc1 | -2.0% | -2.2% | ? | -5.7% | 17.9% | -0.7% | -2.6% | -22.9% | -26.6%
SMILES | RGS4 inhibitor | RXFP1 ag | Vif-A3G inh | Vif-A3F inh | TrxR1 inh | mIDH1 inhibitor | TrxR1 substrate | USP1-UAF1 inh | ALOX12 inh
COC(=O)c1ccc(/C=N/N2CCN(Cc3ccc(C)cc3C)CC2)cc1 | 12.2% | -0.8% | 3.3% | -6.6% | -1.9% | 0.1% | -6.7% | -3.1% | 4.4%
CC(C)(C)NC(=O)C1CC1(c1ccccc1)c1ccccc1 (configuration not stated) | 10.3% | -0.9% | -3.6% | 0.0% | 2.9% | -10.0% | -2.4% | -20.5% | 0.0%
CCCCOc1ccc(CNC(=O)CCCN2C(=O)CSc3c2c(C)nn3-c2ccccc2)cc1 | -7.5% | 1.5% | -1.0% | 5.4% | -6.9%[57.1 µM] | -0.3% | -10.2%[57.1 µM] | -23.6% | ?
CCCCC(=O)NC(=S)NNC(=O)CC#N | -12.2% | 1.0% | 1.0% | -6.7% | -1.2% | 7.7% | 11.8% | -21.9% | 6.9%
O=C(O)c1cc(-c2ccccc2Cl)n(-c2ccccc2)n1 | -0.7% | 4.9% | 1.4% | 1.7% | 21.9% | 24.0% | -1.4% | 2.3% | 0.0%
CC(=O)N1c2ccc(S(=O)(=O)N3CCC(C(=O)Nc4cccc(C)n4)CC3)cc2CC1C (configuration not stated) | 13.3% | -0.1% | 2.9% | -2.2% | ? | 5.0% | -14.2% | -9.9% | -7.2%
COc1ccc(C(=S)N2CCOCC2)cc1OC(=O)c1ccccc1Cl | -36.3% | 1.3% | -1.6% | -3.8% | -5.5% | -7.9% | -7.4% | -10.9% | -6.0%
CCSc1nnc(SCC(=O)Nc2cc(C)on2)s1 | -16.7% | · | -6.9% | -6.4% | -0.5% | -5.2% | -0.8% | 3.1% | 0.0%
O=[N+]([O-])c1ccccc1S(=O)(=O)N1CCSCC1 | -0.9% | 1.6% | 0.2% | -0.9% | 9.6% | 5.0% | 2.9% | -17.0% | -14.0%
CC(C)C[C@H]1CNC(=S)N1CC1CCCN1C[C@H](Cc1ccccc1)N1C[C@H](Cc2ccc(O)cc2)N(CC2CCCCC2)C1=S (some centres not stated) | 0.5% | · | 2.2% | -9.9% | 11.8% | 3.8% | 4.7% | -17.5% | ?
Cc1ccc(-n2c(N)c(C(=O)Nc3c(C)n(C)n(-c4ccccc4)c3=O)c3nc4ccccc4nc32)cc1 | -6.8% | 1.1% | -10.4% | -23.8% | 29.7%[57.1 µM] | 9.5% | 7.8% | -5.1% | -10.9%

In the list so far, these have a cyano group.
SMILES | RGS4 inhibitor | RXFP1 ag | Vif-A3G inh | Vif-A3F inh | TrxR1 inh | mIDH1 inhibitor | TrxR1 substrate | USP1-UAF1 inh | ALOX12 inh
CC(C)c1[nH]nc2c1C(c1cccs1)C(C#N)=C(N)O2 (configuration not stated) | 26.6% | 0.0% | ? | 0.5% | -8.5% | 8.9% | 3.2% | -8.0% | ?
CCCCC(=O)NC(=S)NNC(=O)CC#N | -12.2% | 1.0% | 1.0% | -6.7% | -1.2% | 7.7% | 11.8% | -21.9% | 6.9%
